HIF-2a block – inhibitors of HIF-2a; 786-0 RCC cells HIF-2a reporter, luciferase luminescence, overnight; inhibition, % at 18.8 µM; 360,000 tested, 0.72% active;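 active = inhibition of the luminescence signal of 40% or more relative to plate controls, in a single-dose primary screen at 18.75 µM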
hiPSC survival – enhancers of human iPSC single-cell survival | hiPSC single-cell survival, ATPlite luminescence; 100% = ROCK inhibitor wells, 0% = DMSO | survival enhancement, % at 20 µM | 360,000 tested, 0.044% active; in the data active = survival enhancement above about 18%;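 also: cells exposed to compounds for 16 hours before the ATP read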
m5-HT2A agonist – mouse HTR2A agonism via beta-arrestin recruitment; P35363; CHO-K1 mHTR2A beta-arrestin complementation, luminescence; percent of 30 µM serotonin response; activation, % at 7.6 µM; 360,000 tested, 0.66% active; AID 624169;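 active = activation above a run cutoff, the mean activation of all tested compounds plus 3 SD, cut at about 14% in these data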;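 also: 0% = plate median of compound wells and 100% = 30 µM serotonin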
PDI turbidity – blocks human protein disulfide isomerase activity; P07237; PDI insulin aggregation turbidity, A650, 90 min; inhibition, % at 10 µM; 350,000 tested, 0.052% active; AID 588391;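 active = mean inhibition across replicates of 30% or more, whatever share of single replicates reach that level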;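 also: absorbance from insulin aggregation driven by PDI reduction with DTT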
Target sequence (P07237 whole entry, looked up): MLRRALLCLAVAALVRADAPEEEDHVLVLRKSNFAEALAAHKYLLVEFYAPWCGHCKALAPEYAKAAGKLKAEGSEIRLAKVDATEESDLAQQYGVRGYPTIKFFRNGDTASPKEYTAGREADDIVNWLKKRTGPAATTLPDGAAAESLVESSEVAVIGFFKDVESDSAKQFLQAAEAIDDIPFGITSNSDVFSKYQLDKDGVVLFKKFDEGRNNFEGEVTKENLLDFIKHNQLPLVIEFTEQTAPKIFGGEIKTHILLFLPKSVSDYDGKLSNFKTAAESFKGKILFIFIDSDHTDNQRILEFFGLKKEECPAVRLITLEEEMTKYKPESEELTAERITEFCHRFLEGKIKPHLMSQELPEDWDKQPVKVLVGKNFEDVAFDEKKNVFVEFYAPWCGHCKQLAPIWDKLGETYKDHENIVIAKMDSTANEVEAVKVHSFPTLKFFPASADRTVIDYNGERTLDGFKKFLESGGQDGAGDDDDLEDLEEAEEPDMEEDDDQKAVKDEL
H9c2 protect – myocardial damage modulation in H9c2 cells. H9c2 cardiomyocytes, H2O2 injury protection, ATPLite, 2 h. protection from H2O2 cell death, % at 20 µM. 360,000 tested, 0.63% active. AID 588492;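 active = compounds giving at least 50% protection of heart cells from peroxide-induced death in the single-dose screen, raw or plate-pattern-corrected value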;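 also: 0% = DMSO wells with peroxide and 100% = DMSO wells without peroxide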
CaV13 FRET inh – Disruptors of the CACNA1D IQ motif to Ca2+-dependent inactivation inhibitor domain association, primary screening, Förster resonance energy transfer in intact living …; AID 743397; HEK cells, CFP/YFP FRET ICDI-IQ, plate reader, 10 min; percent FRET-ratio fall versus neutral wells; 340,000 tested, 0.098% active; inhibition, % at 12.3 µM;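 active = mean replicate inhibition of at least 30% and at least 1% of replicates passing that level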;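 also: 0% = median of the neutral control wells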
NR2E3 ag-1 – agonists of human nuclear receptor NR2E3; Q9Y5X4; GST-NR2E3/biotin-RetCOR TR-FRET, 1536-well; inhibition of corepressor binding, % at 4.78 µM; 320,000 tested, 0.12% active; AID 2300;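 active = percent inhibition above the cutoff of mean plus 3 SD of all tested compounds, set per screening campaign, cut at about 20% in these data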;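 also: 0% = DMSO wells and 100% = biotin wells as full block of FRET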
Target sequence (Q9Y5X4 whole entry, looked up): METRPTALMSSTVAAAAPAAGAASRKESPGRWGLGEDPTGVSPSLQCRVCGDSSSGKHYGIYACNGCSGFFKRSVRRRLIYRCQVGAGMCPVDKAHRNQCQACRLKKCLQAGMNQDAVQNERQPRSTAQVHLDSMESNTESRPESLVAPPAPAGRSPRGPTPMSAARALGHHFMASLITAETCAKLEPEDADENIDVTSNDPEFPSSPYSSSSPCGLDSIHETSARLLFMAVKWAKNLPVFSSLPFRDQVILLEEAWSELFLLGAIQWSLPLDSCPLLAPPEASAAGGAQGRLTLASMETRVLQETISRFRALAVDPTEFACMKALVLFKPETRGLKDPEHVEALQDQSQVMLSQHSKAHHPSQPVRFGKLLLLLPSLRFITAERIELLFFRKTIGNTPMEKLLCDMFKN
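system = GST-tagged NR2E3 plus biotinylated RetCOR corepressor | input = 1.35 nM GST-NR2E3 | also added = 7 nM biotin-RetCOR | schedule = 5 h incubation at 4 °C | measured by = TR-FRET with europium anti-GST and streptavidin-D2, 340 nm excitation | read-out = percent loss of FRET ratio relative to control wells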
Shn3 inh set2 – Schnurri-3 reporter inhibition in Clone20 osteoblasts. Clone20 osteoblast Shn3 3'UTR firefly luciferase, 24 h. inhibition, % at 12.5 µM. 360,000 tested, 0.52% active. AID 588674;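 active = mean inhibition of at least 75% with every replicate also reaching 75%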;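 also: 0% = median of neutral control wells and 100% = pilot-screen positive control compound; some compounds past the cut are filed as inactive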
Peg3 promoter – Peg3 promoter activity inhibition. HeLa PEG-Prom luciferase reporter, luminescence, overnight. 360,000 tested, 1.7% active. inhibition, % at 20 µM;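 active = inhibition of at least 50% at 20 µM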
NR2E3 ag-2 – activates human NR2E3 receptor. CHO-S Gal4-NCOR/VP16-NR2E3 two-hybrid, luciferase. inhibition of corepressor binding, % at 3.98 µM. 360,000 tested, 0.35% active. AID 602229;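 active = inhibition above the mean of all tested compounds plus 3 SD, cut at about 70% in these data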;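 also: 0% = DMSO with NR2E3 transfected cells and 100% = cells lacking NR2E3 construct; higher means lower luciferase signal from less NR2E3 corepressor binding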
TRPM1 prom inh – MITF TRPM1 promoter inhibition in SK-MEL-5 cells. SK-MEL-5 TRPM1 promoter luciferase, 24 h. inhibition, % at 12.5 µM. AID 488899. 330,000 tested, 0.83% active;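 active = mean inhibition across replicates of 60% or more, whatever share of single replicates reaches that level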; also: values of inactives mirror those of a sister screen read the other way
Starred values were filed as active, the others as inactive; / = not tested or not shown.

#	structure	HIF-2a block	hiPSC survival	m5-HT2A agonist	PDI turbidity	H9c2 protect	CaV13 FRET inh	NR2E3 ag-1	Shn3 inh set2	Peg3 promoter	NR2E3 ag-2	TRPM1 prom inh
1	CCC(=O)N1N=C(c2ccc(Cl)cc2)CC1c1ccco1 (stereo unspecified)	-29.1	0.5	3.2	3.8	-4.0	-6.7	3.4	10.6	-15.9	-3.0	5.8
2	CS(=O)(=O)N(CC(=O)N1CCC(C(N)=O)CC1)C1CCCCC1	14.7	0.1	1.0	2.1	-5.1	-5.6	-2.0	1.4	-8.8	-11.4	3.9
3	CCCc1[nH][nH]c(=O)c1C(c1ccc(Br)cc1)C(C#N)C#N (stereo unspecified)	9.9	-0.4	1.2	-3.7	25.4	/	-0.1	21.7	15.0	-3.2	8.5
4	Cc1cccc(CC(Cc2nc3ccccc3[nH]2)c2nc3ccccc3[nH]2)c1 (stereo unspecified)	19.9	-4.0	3.6	-1.1	-31.5	-5.0	1.9	9.1	36.9	-20.2	-6.0
5	Cc1ccccc1-n1nc2c(c1NC(=O)c1cc3ccccc3o1)CS(=O)(=O)C2	9.6	0.5	5.8	-3.8	-2.5	-14.6	-0.3	-50.3	4.0	4.2	1.4
6	O=C(CCC(=O)Nc1ccccc1)NNC(=O)COc1ccccc1	7.0	3.5	7.2	7.3	-2.4	-3.6	-1.7	-19.7	-5.8	-12.5	-7.4
7	Cn1c(=O)c2ncn(CC(=O)Nc3cc(C(F)(F)F)ccc3N3CCOCC3)c2n(C)c1=O	7.1	5.0	-2.1	6.9	-0.8	-8.1	0.8	-10.0	5.5	17.4	-8.6
8	CCC(=O)N1CCN(C(=O)c2ccccc2)CC1	0.8	6.5	-0.3	0.6	-13.7	-5.1	6.2	-4.1	-9.6	-14.0	6.0
9	CCOC(=O)CN1C(=O)C(C)(C)Oc2ccc(C(=O)Nc3ccccc3OC)cc21	23.0	1.0	-2.3	-3.3	14.9	-5.1	2.8	-18.5	24.6	-3.5	8.1
10	COc1cccc(C2=CC(c3ccc(N(C)C)cc3)n3nnnc3N2)c1 (stereo unspecified)	-31.7	-0.5	-4.3	-5.5	-1.0	-8.8	-1.6	-4.7	-168.6	-41.1	-15.2
11	COc1ccc(-n2c(=O)c3c4c(sc3n3c(=S)[nH]nc23)CCC4)cc1	25.1	1.2	-5.7	1.3	-2.3	-0.4	3.9	4.0	9.8	-56.7	10.5
12	COc1ccc(C(=O)OCC2CC(c3ccccc3)N(C)O2)cc1 (stereo unspecified)	-6.0	-1.3	-0.9	9.8	1.1	-3.9	-1.0	1.3	14.2	-7.5	-3.2
13	COc1ccccc1Nc1nn2c(=O)c3ccc(C(=O)N4CCCCC4)cc3nc2s1	5.8	0.4	1.0	6.2	47.4	-1.9	2.9	5.6	28.7	-8.9	-3.1
14	CC(C)(CNC(=O)C1CCCN1C(=O)c1cccs1)N1CCOCC1 (stereo unspecified)	8.9	0.8	2.4	-4.9	-4.2	-5.3	1.3	-8.5	2.0	4.2	4.9
15	O=C(OCC(=O)c1ccc(Br)s1)c1ccc(O)cc1	-132.6	-0.5	-1.6	-2.2	-6.4	-1.9	/	-171.0	-212.7	-19.5	-47.5
16	O=C(NCc1ccccc1)C1CCCN(C(=O)c2ccc(F)cc2)C1 (stereo unspecified)	-4.0	0.3	0.7	2.0	-2.7	/	/	6.5	5.5	-9.4	1.5
17	CC(=O)c1cccc(NC(=O)Nc2ccc3c(c2)OCO3)c1	-231.1	-0.5	1.4	10.0	-5.8	-9.6	/	-52.9	-274.9	-121.1	-124.2
18	COc1ccc(N2CCN(C(c3cccs3)C(C)NC(=O)C(=O)N3CCCC3)CC2)cc1 (stereo unspecified)	5.4	0.2	-2.3	6.8	3.2	-5.6	-0.5	-7.1	-3.0	0.7	1.3
19	CCC(=O)Nc1ccc(C(=O)N/N=C/c2ccc([N+](=O)[O-])cc2)cc1	13.5	1.7	1.0	-1.6	-1.8	-3.7	-2.3	-27.7	10.6	-23.6	30.4
20	Cc1cccc(N2CCN(CCCNC(=O)C3CCCN(c4ncnc5c4nc4n5CCCCC4)C3)CC2C)c1 (stereo unspecified)	11.9	-0.4	-6.1	-5.5	8.5	-12.4	0.6	55.2	60.0*	10.1	36.9
21	CCOC(=O)CC(NC(=O)c1cc2cc(Cl)cc(Cl)c2oc1=O)c1cccc([N+](=O)[O-])c1 (stereo unspecified)	9.4	-1.0	4.4	5.8	0.1	-3.6	-1.9	5.3	2.3	-7.8	-8.0
22	Nc1nc(=S)c2ncn(C3CCCCC3)c2[nH]1	3.9	-3.1	0.6	2.0	3.8	-9.0	/	-28.9	-2.8	-25.5	-0.2
23	C=CCN=C1NN=C(c2cc(C)n(CC=C)c2C)CS1	58.1*	-5.0	0.6	0.6	-26.1	0.1	-1.4	71.9	74.2*	54.6	83.8*
24	CN(C)C(=O)COc1ccc2ccc(=O)oc2c1	13.4	-2.1	8.0	-3.7	2.0	-4.0	-5.2	-1.0	-1.8	-9.5	-2.6
25	CN(Cc1ccon1)C(=O)C1CCC(=O)N(CCc2ccc(Cl)cc2)C1 (stereo unspecified)	-4.1	-0.4	10.7	8.0	0.8	-4.1	/	-26.2	-12.3	-7.0	-9.0
26	Cc1ccc(S(=O)(=O)c2nc(S(=O)(=O)c3ccccc3)sc2N2CCN(C)CC2)cc1	-19.2	-0.5	-9.5	-6.3	-0.3	-2.2	-1.2	4.9	32.9	0.9	14.4
27	CC(=O)Nc1ccccc1OCC(O)CS(=O)(=O)c1ccc(C(F)(F)F)cn1 (stereo unspecified)	12.6	-0.3	-1.2	-0.6	-1.5	-21.2	1.6	18.5	8.7	-4.7	6.5
28	Cn1c(C(=O)Nc2ccc3c(c2)OCO3)cc2sccc21	-372.4	-3.4	-5.9	1.4	-12.5	-1.6	7.8	-56.7	-270.7	-112.4	-62.9
29	O=C(CN1C(=O)CCC1=O)NCC12CC3CC(CC(C3)C1)C2	15.2	-2.2	0.3	9.3	-11.2	-3.1	2.4	-11.3	3.6	8.2	8.2
30	S=C(NCCc1ccccn1)NC1CC2CCC1C2 (stereo unspecified)	-139.2	-0.5	-0.8	-0.9	1.7	1.0	-1.3	-24.1	-106.3	-107.0	-41.9

Single records, as listed above:
CS(=O)(=O)N(CC(=O)N1CCC(C(N)=O)CC1)C1CCCCC1 as listed: HIF-2a block = 14.7; hiPSC survival = 0.1; m5-HT2A agonist = 1.0; PDI turbidity = 2.1; H9c2 protect = -5.1; CaV13 FRET inh = -5.6; NR2E3 ag-1 = -2.0; Shn3 inh set2 = 1.4; Peg3 promoter = -8.8; NR2E3 ag-2 = -11.4; TRPM1 prom inh = 3.9
O=C(CN1C(=O)CCC1=O)NCC12CC3CC(CC(C3)C1)C2 as listed: HIF-2a block = 15.2; hiPSC survival = -2.2; m5-HT2A agonist = 0.3; PDI turbidity = 9.3; H9c2 protect = -11.2; CaV13 FRET inh = -3.1; NR2E3 ag-1 = 2.4; Shn3 inh set2 = -11.3; Peg3 promoter = 3.6; NR2E3 ag-2 = 8.2; TRPM1 prom inh = 8.2

New compounds follow:
#	structure	HIF-2a block	hiPSC survival	m5-HT2A agonist	PDI turbidity	H9c2 protect	CaV13 FRET inh	NR2E3 ag-1	Shn3 inh set2	Peg3 promoter	NR2E3 ag-2	TRPM1 prom inh
31	Cc1cc(Cl)c2oc(C(=O)NCCC3CCCCO3)c(C)c2c1 (stereo unspecified)	-255.4	0.1	-0.3	19.2	-1.3	-5.5	1.1	-39.5	-235.0	-90.3	-93.4
32	CCc1cc(=O)oc2c3c(cc(OCC(=O)NCc4ccco4)c12)OC(C)(C)CC3	-13.8	4.0	-2.1	/	18.1	/	0.2	-19.0	-1.3	-41.5	-2.6
33	CCCCN(c1ccccc1)S(=O)(=O)c1cccc(C(=O)O)c1	4.3	-0.4	-13.2	-0.1	-5.4	-6.5	2.5	21.1	1.7	5.5	1.6
34	O=c1c2cc(NC(=S)NC3CCN(Cc4ccccc4)CC3)ccc2nc2n1CCCCC2	21.9	-0.5	-2.6	-2.9	-0.3	-2.8	-0.3	-9.6	7.0	6.7	-3.5
35	O=S(=O)(N1CCOCC1)n1cnc2ccccc21	13.6	-0.6	-4.5	-0.2	-1.6	-8.2	-0.6	-38.0	9.9	-2.5	8.5
36	O=C(NCCN1C(=O)S/C(=C\c2ccc(F)cc2)C1=O)C1CCN(S(=O)(=O)c2cccs2)CC1	-113.1	2.2	0.6	-9.8	-24.2	-4.4	-0.1	16.0	-89.8	-11.1	-5.1
37	O=C(/C=N/O)NCc1cccnc1	6.0	3.6	-1.3	-2.3	2.0	-8.0	2.9	3.2	-6.8	2.4	14.2
38	Cc1ccc2cc(CN(CCCN3CCOCC3)C(=O)NC3CCCCC3)c(=O)[nH]c2c1C	-24.9	-0.8	-4.0	2.1	3.2	-5.7	-2.4	-50.1	0.3	-14.2	-4.7
39	Cc1ccc(NC(=O)CSc2nnc(C)n2C2CC2)cc1S(=O)(=O)N1CCOCC1	8.1	-1.2	-1.6	-1.3	2.9	-6.0	1.4	6.1	-1.6	-31.3	0.1
40	COc1ccc(CCNC(=O)c2cc(C)oc2C)cc1OC	-10.2	-0.5	5.8	-4.1	-2.5	-3.4	2.9	4.4	3.4	5.3	-6.1
41	c1ccc(-c2ccc3c(c2)NCCN3)cc1	-211.6	-0.2	-4.5	0.2	-3.8	-3.9	-7.4	-84.6	-238.6	-32.2	-51.3
42	CCCCCCn1c(CN2CCC(C)CC2)nc2c1c(=O)n(C)c(=O)n2C	2.7	-1.8	-2.9	1.7	-2.7	-8.9	1.7	-2.3	-4.6	-14.5	3.6
43	CCOC(=O)N1CCN(C(=O)c2ccc3c(c2)N(Cc2ccc(C)cc2)CCS3)CC1	12.6	1.9	5.7	0.0	-13.8	/	3.0	81.1	26.1	-0.9	13.0
44	O=C(NCCCN1CCOCC1)C(=O)NCC1OCCN1S(=O)(=O)c1cc(F)ccc1F (stereo unspecified)	20.2	0.2	1.4	-2.8	-3.0	-6.1	-1.1	-3.4	23.7	-3.1	11.9
45	COc1ccc(-c2cnc(N)nc2-c2ccc(OC)cc2O)cc1	30.6	-4.6	-0.8	-6.9	-3.8	-2.4	4.7	17.3	13.4	-28.4	-14.7
46	CC(=O)c1c(C)nc(-c2ccc(OCC(=O)Nc3cccc(C)c3C)cc2)n1O	-0.9	1.1	-1.9	1.7	3.6	-1.0	1.4	9.5	16.8	1.3	6.7
47	Cc1ccc(-c2cc(C(F)F)n3ncc(C(=O)N4CCCc5ccccc54)c3n2)cc1	11.8	3.7	6.4	7.7	-10.3	-5.2	-0.7	20.5	13.6	-29.1	22.3
48	CC(O)CNC(=O)C1CCN(Cc2ccc(OCc3ccccc3)cc2)CC1 (stereo unspecified)	-161.4	0.7	-1.0	0.6	-0.3	-3.0	-1.4	-28.5	-135.4	-11.2	-52.3
49	CCCC(C)NC(=O)COC(=O)c1cccc(NS(C)(=O)=O)c1 (stereo unspecified)	16.2	-0.5	-2.7	-3.1	-5.3	-2.6	-0.2	2.3	10.0	10.6	5.0

Bioassay records deposited in PubChem BioAssay by several laboratories.
